SENP8 block: human SENP8 protease inhibitors, primary screen, biochemical, fluorescence, Nedd8 protein substrate, uHTS. inhibition, % at 20 µM. 360,000 compounds, 0.64% hits. recombinant SENP8. Sentrin-specific protease 8 (Homo sapiens), Q96LD8; in the data active means inhibition mostly above about 40%, no sharp cut-off; inactive means mostly below about 27%
Target sequence (Q96LD8 whole entry, looked up): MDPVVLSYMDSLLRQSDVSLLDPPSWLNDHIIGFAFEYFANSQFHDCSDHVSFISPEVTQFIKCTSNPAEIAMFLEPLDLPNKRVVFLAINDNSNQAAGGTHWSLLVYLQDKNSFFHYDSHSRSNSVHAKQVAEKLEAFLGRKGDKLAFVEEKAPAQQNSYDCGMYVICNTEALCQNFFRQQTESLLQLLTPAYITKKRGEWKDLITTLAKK
SENP1 FRET inh: human SENP1 catalytic domain inhibitors, primary screen, biochemical, FRET, uHTS. Sentrin-specific protease 1 (Homo sapiens), Q9P0U3. recombinant SENP1 catalytic domain, CyPet-SUMO1-YPet FRET cleavage. inhibition, % at 10 µM. 360,000 compounds, 0.21% hits. AID 624204, 2012;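 active means inhibition at least 30% at 10 µM, raw YFP signal under a set limit, fluorescence ratio 0.5 to 1.5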;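 further: 0% = enzyme with DMSO and 100% = no enzyme wells; some results filed as inactive read as strong as hits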
Target sequence (Q9P0U3 419-644 limits assumed): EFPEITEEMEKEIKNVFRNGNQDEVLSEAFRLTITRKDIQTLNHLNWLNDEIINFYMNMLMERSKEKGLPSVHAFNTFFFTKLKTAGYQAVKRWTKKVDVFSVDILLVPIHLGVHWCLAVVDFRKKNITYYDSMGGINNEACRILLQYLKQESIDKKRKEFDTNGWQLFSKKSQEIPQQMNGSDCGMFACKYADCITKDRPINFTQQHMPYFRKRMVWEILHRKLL
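Material: hSENP1 catalytic domain, recombinant; medium: Tris pH 8 with BME, BSA, NP40 and catalase; compound: single concentration of 10 µM compound, 0.5% DMSO final; technique: FRET read of cyan and yellow fluorescence; timing: 50 min enzyme reaction, room temperature, light-protected; reagent: SFCypet-SUMO1-SFYpet substrate at 25 nM; control set: no-enzyme low, enzyme-DMSO high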
Numbers without * were called inactive.

`N#Cc1ccc(Nc2nc(-c3ccccc3)cs2)cc1` gave SENP8 block -265.9 and SENP1 FRET inh -2.0.
COc1cc(C(=O)N2CCC2(C)C(=O)O)cc(OC)c1OC (stereo not drawn) was read as SENP8 block 17.4 and SENP1 FRET inh 3.0.
For CCOc1ccc2nc(S(=O)(=O)NC(=O)C3(C)CCN3C(=O)c3cc(C)n(C)n3)sc2c1 (stereo not drawn) the results were SENP8 block 19.0 and SENP1 FRET inh 0.8.
Cc1ccc2nc(C3CCCCC3)c(Cc3ccccc3)n2c1 was read as SENP8 block -340.3 and SENP1 FRET inh -1.8.
For CC(C)C[C@@H]1COc2cccc(N3CCC[C@@H]3CO)c2S(=O)(=O)N1 the results were SENP8 block 9.6 and SENP1 FRET inh -0.9.
CSc1ccc(OC2(C)CCN(Cc3ccc(-c4ccccn4)cc3)C2)cc1 (stereo not drawn) was read as SENP8 block 25.3 and SENP1 FRET inh -0.2.
`COCCNC(=O)C1(C)CCCN(C(=O)c2ccccc2F)C1` (stereo not drawn) gave SENP8 block 10.0 and SENP1 FRET inh -0.2.
`COCCNC(=O)C1CCCN(C(=O)c2cc(C(C)(C)C)nn2C)CC1` (stereo not drawn) gave SENP8 block 22.5 and SENP1 FRET inh 2.8.
Screening O=C(Nc1ccc(Cl)cc1)c1ccc2sc([C@@H]3O[C@H](CO)[C@@H](O)[C@H]3O)nc2c1 returned SENP8 block -1.8 and SENP1 FRET inh -3.8.
Screening NC(=O)c1cccc(-c2coc3c(C(=O)NCc4ccccc4)cccc23)c1 returned SENP8 block 3.7 and SENP1 FRET inh 1.5.
For CN1CCN(c2cc(-c3ccc4ccccc4c3)nc3ccnn23)CC1 the results were SENP8 block inactive and SENP1 FRET inh -18.6.
O=C(C[C@@H]1CC[C@@H]2[C@H](COC[C@@H](O)CN2Cc2cc(F)ccc2F)O1)NCc1ccc(F)cc1 was read as SENP8 block 14.1 and SENP1 FRET inh 1.1.

Of the compounds above, three have a halogen:
`COCCNC(=O)C1(C)CCCN(C(=O)c2ccccc2F)C1` (stereo not drawn) gave SENP8 block 10.0 and SENP1 FRET inh -0.2.
Screening O=C(Nc1ccc(Cl)cc1)c1ccc2sc([C@@H]3O[C@H](CO)[C@@H](O)[C@H]3O)nc2c1 returned SENP8 block -1.8 and SENP1 FRET inh -3.8.
O=C(C[C@@H]1CC[C@@H]2[C@H](COC[C@@H](O)CN2Cc2cc(F)ccc2F)O1)NCc1ccc(F)cc1 was read as SENP8 block 14.1 and SENP1 FRET inh 1.1.

Following part.
For COc1cccc(C(NC(C)=O)c2nc(-c3ccc(F)c(Cl)c3)cs2)c1 (stereo not drawn) the results were SENP8 block 12.3 and SENP1 FRET inh 2.8.
`CC(C)(C)OC(=O)Nc1ccccc1-n1nnnc1C(C(=O)c1ccccc1)N1CCN(c2ccccn2)CC1` (stereo not drawn) gave SENP8 block -12.1 and SENP1 FRET inh -19.9.
CCCCNC(=O)C1c2ccccc2OCC(=O)N1Cc1ccc2c(c1)OCO2 (stereo not drawn) was read as SENP8 block 11.2 and SENP1 FRET inh 1.4.
`COC(=O)c1ccc(CSc2nc3c(c(=O)[nH]2)CCC3)cc1` gave SENP8 block 4.0 and SENP1 FRET inh 1.5.
CCNC(=O)C1(C)CCN(C(=O)c2ccccc2OC(F)(F)F)C1 (stereo not drawn) was read as SENP8 block 20.8 and SENP1 FRET inh 2.5.
`CCN(CC)C(=O)c1cccc(-c2csc(C(O)c3ccc(F)c(F)c3)n2)c1` (stereo not drawn) gave SENP8 block -31.7 and SENP1 FRET inh 0.4.
`CCc1nc2ccc(C(=O)N3CCN(C(=O)c4ccco4)CC3)cn2c1N(C)Cc1nccn1C` gave SENP8 block 3.4 and SENP1 FRET inh -1.6.
`CC(C)Cn1cc(-c2cccc3nccn23)cn1` gave SENP8 block inactive and SENP1 FRET inh 2.7.
For O=C1NC[C@H](CCCCN2CCN(CCC3CCCCC3)C(=O)C2=O)N(CCc2ccccc2)C1=O the results were SENP8 block 1.8 and SENP1 FRET inh 1.5.
For COc1cccc(C(=O)Nc2ccc3c(c2)OC[C@H](C)N(CCc2ccccc2)C[C@@H](C)[C@@H](OC)CN(C)C3=O)c1 the results were SENP8 block 11.1 and SENP1 FRET inh 1.5.
For CC(C)c1cccc(C(C)C)c1Nc1cn[nH]c1 the results were SENP8 block 23.1 and SENP1 FRET inh -3.2.
O=C(NCCO)c1cccc(-c2cnc3c(Nc4cccc(OC(F)(F)C(F)F)c4)nccn23)c1 was read as SENP8 block -287.1 and SENP1 FRET inh -10.8.
`OC[C@H]1O[C@@H](c2nc(-c3ccc(CN4CCOCC4)cc3)no2)[C@H](O)[C@@H](O)[C@H]1O` gave SENP8 block 28.2 and SENP1 FRET inh 1.8.
`COC(=O)C[C@@H]1OC[C@H](Cc2ccccc2)N1S(=O)(=O)c1ccc(C)cc1` gave SENP8 block 18.1 and SENP1 FRET inh -0.5.
`Cc1ccc(C(O)c2ncc(-c3ccccc3C)[nH]2)cc1F` (stereo not drawn) gave SENP8 block 11.4 and SENP1 FRET inh 2.8.
CO[C@@H]1CN(C)C(=O)c2cc(NC(=O)NC3CCCCC3)ccc2OC[C@@H](C)N(CC2CCOCC2)C[C@@H]1C was read as SENP8 block 19.2 and SENP1 FRET inh 3.3.
For COc1ccc(-c2c(C(=O)c3ccccc3)[nH]c(N)c2C(=O)NC2CC2)cc1OC the results were SENP8 block 7.6 and SENP1 FRET inh -10.3.
CN(C)c1ncnc2c1ncn2[C@H]1CN(Cc2ccc(-c3ccccc3)cc2)C[C@@H](CO)O1 was read as SENP8 block 18.5 and SENP1 FRET inh -4.3.
CCCCN(C=O)c1c(CC)nc2ccc(C(=O)NCCN(C)C)cn12 was read as SENP8 block -27.2 and SENP1 FRET inh -0.1.
`Cc1cc(Br)cn2c(Cc3ccccc3)c(-c3cccc(Br)c3)nc12` gave SENP8 block 4.2 and SENP1 FRET inh 5.5.
For N#Cc1cccc(-c2csc(C(O)(c3ccccc3)C(F)(F)F)n2)c1 (stereo not drawn) the results were SENP8 block 10.8 and SENP1 FRET inh -1.4.
For Cc1cccc(C)c1NC(=O)C1(C)CSCC(=O)N1Cc1cccc(F)c1 (stereo not drawn) the results were SENP8 block 12.2 and SENP1 FRET inh -4.1.
`COc1ccc(NC(=O)C2Cc3c(-c4cccc(C(C)=O)c4)ccnc3O2)cn1` (stereo not drawn) gave SENP8 block 6.1 and SENP1 FRET inh -0.4.
CCOC(=O)[C@]12CCCC=C1N(Cc1ccc(Cl)cc1Cl)C(=O)[C@H](CC(=O)N1CCN(C(=O)c3ccco3)CC1)C2 was read as SENP8 block 13.4 and SENP1 FRET inh 0.8.
`CC(O)(c1cccc(F)c1)c1nc(-c2ccc3ccccc3c2)cs1` (stereo not drawn) gave SENP8 block 6.8 and SENP1 FRET inh -0.3.
For CC(=O)Nc1ccc(-c2ccnc3c2CC(C(=O)NCC2CCOCC2)O3)cc1 (stereo not drawn) the results were SENP8 block -1.6 and SENP1 FRET inh 0.0.
Screening CCCS(=O)(=O)NC(=O)C1(C)CCN(C(=O)c2snnc2C)C1 (stereo not drawn) returned SENP8 block 7.0 and SENP1 FRET inh 0.2.
For CC(=O)c1ccc(Nc2nc(C(N)CCc3ccccc3)cs2)cc1 (stereo not drawn) the results were SENP8 block inactive and SENP1 FRET inh -3.0.
Screening COc1ccc(NC(=O)c2cc(C3CCCCN3S(=O)(=O)c3ccc(F)cc3F)on2)c(C)c1 (stereo not drawn) returned SENP8 block 25.2 and SENP1 FRET inh 1.3.
For CC(C)(C)N1C(=O)c2ccccc2NC(=O)C1C(=O)Nc1ccc2c(c1)OCCO2 (stereo not drawn) the results were SENP8 block -11.7 and SENP1 FRET inh 1.3.
Screening CCCNC(=O)C1(C)CCCN(C(=O)c2cc(F)ccc2C)C1 (stereo not drawn) returned SENP8 block 10.7 and SENP1 FRET inh 0.0.
`Cc1cccc(C)c1NC(=O)C(c1ccncc1)n1c(=O)c(-c2cc3ccccc3[nH]2)nc2ccccc21` (stereo not drawn) gave SENP8 block -433.2 and SENP1 FRET inh -19.1.
CC(=O)c1cccc(NC(=O)C2Cc3c(-c4ccc(Cl)cc4)ccnc3O2)c1 (stereo not drawn) was read as SENP8 block 9.7 and SENP1 FRET inh -0.4.
Screening O=C(NCc1ccccc1)c1cccc2c(-c3cccnc3)coc12 returned SENP8 block 14.2 and SENP1 FRET inh 0.3.
Screening CCCCCCN1CCN(C2CN(Cc3cn(CCCCCC)nn3)S(=O)(=O)C2)CC1 (stereo not drawn) returned SENP8 block 20.4 and SENP1 FRET inh 0.0.
`CC(C)c1ccc(CC(=O)N2CCC2(C)C(=O)NS(=O)(=O)c2cccc(C#N)c2)cc1` (stereo not drawn) gave SENP8 block 17.2 and SENP1 FRET inh 0.8.
`COC(=O)[C@]12CCCCC=C1N(Cc1ccco1)C(=O)[C@H](CC(=O)N1CCCCC1)C2` gave SENP8 block 9.5 and SENP1 FRET inh 1.6.
Screening COc1ccc(CC(N)c2csc(NC(=O)c3ccc(OC)cc3)n2)cc1 (stereo not drawn) returned SENP8 block -16.0 and SENP1 FRET inh -10.8.
For COc1ccc(-c2cnc(C(O)c3ccc(OC)c(F)c3)[nH]2)cc1 (stereo not drawn) the results were SENP8 block -33.3 and SENP1 FRET inh -7.0.
Screening CC(C)=CCOc1ccc2c(C)c(CCC(=O)N3C[C@H]4C[C@@H](C3)c3cccc(=O)n3C4)c(=O)oc2c1C returned SENP8 block 1.0 and SENP1 FRET inh -11.5.
For CCC(=O)N1CCC1(C)C(=O)Nc1ccc(Cl)c(Cl)c1 (stereo not drawn) the results were SENP8 block 3.4 and SENP1 FRET inh -2.5.
For CC(C)N(C)c1ncnc2c1ncn2[C@H]1CN(CCc2ccccc2)C[C@@H](CO)O1 the results were SENP8 block 1.5 and SENP1 FRET inh 0.7.
`O=C1NC[C@H](Cc2ccc(O)cc2)N(C[C@@H]2CCCN2C[C@H](Cc2ccc(O)cc2)N2C[C@H](Cc3ccccc3)N(CCc3ccccc3)C(=O)C2=O)C1=O` gave SENP8 block 12.4 and SENP1 FRET inh 3.9.
COc1ccc(-c2coc3c(C(=O)NCCc4ccccc4)cccc23)c(C)c1 was read as SENP8 block -1.2 and SENP1 FRET inh -0.7.
`Cc1c(C(=O)NCc2ccc3c(c2)OCCO3)sc(=O)n1Cc1ccc(C(=O)N(C)C)cc1` gave SENP8 block 0.4 and SENP1 FRET inh -0.7.
`CC(N)c1csc(Nc2ncccn2)n1` (stereo not drawn) gave SENP8 block 18.8 and SENP1 FRET inh -7.1.
For O=C1NC[C@H](CCCCN2CCN(CC3CCCCC3)C(=O)C2=O)N(CCC2CCCCC2)C1=O the results were SENP8 block 3.7 and SENP1 FRET inh 1.3.
For CCCCNC(=O)C(NC(=O)c1ccc(-c2ccccc2)cc1)C(=O)c1ccccc1 (stereo not drawn) the results were SENP8 block 0.7 and SENP1 FRET inh 1.4.

Grouped by structure: the compounds so far containing a CF3 group (2)
CCNC(=O)C1(C)CCN(C(=O)c2ccccc2OC(F)(F)F)C1 (stereo not drawn) was read as SENP8 block 20.8 and SENP1 FRET inh 2.5.
For N#Cc1cccc(-c2csc(C(O)(c3ccccc3)C(F)(F)F)n2)c1 (stereo not drawn) the results were SENP8 block 10.8 and SENP1 FRET inh -1.4.

The listing continues.
COc1ccc(Cn2cc(CN3CC(N4CC=CC4)CS3(=O)=O)nn2)cc1 (stereo not drawn) was read as SENP8 block 11.3 and SENP1 FRET inh -0.3.
For CN(C)c1cccc(CNC(=O)c2csc([C@@H]3O[C@H](CO)[C@H](O)[C@H](O)[C@H]3O)n2)c1 the results were SENP8 block 10.4 and SENP1 FRET inh -1.9.
`COc1ccc(CCN2C(=O)c3ccccc3C2c2nnnn2Cc2ccccc2)cc1OC` (stereo not drawn) gave SENP8 block 13.8 and SENP1 FRET inh 1.8.
CCOC(=O)N1CCN(C(=O)c2[nH]c(C(F)(F)F)nc2-c2ccccc2)CC1 was read as SENP8 block 11.5 and SENP1 FRET inh 3.7.
`CCCCNC(=O)C1(C)CCCCN1C(=O)c1ccc2c(c1)CCO2` (stereo not drawn) gave SENP8 block 10.3 and SENP1 FRET inh 1.1.
CCCCC1Cc2[nH]c(=S)[nH]c(=O)c2C(c2cccc3ccccc23)O1 (stereo not drawn) was read as SENP8 block -0.1 and SENP1 FRET inh -2.4.
`CC(=O)Nc1cc(-c2ccccc2N(C)C)cn2c(-c3cccc(C(F)(F)F)c3)cnc12` gave SENP8 block -287.6 and SENP1 FRET inh -27.8.
Screening COc1ccc(-c2cnc(C(O)c3ccccc3)[nH]2)cc1 (stereo not drawn) returned SENP8 block -14.2 and SENP1 FRET inh -4.5.
`O=C(Nc1nnc([C@@H]2C[C@H](O)[C@@H](CO)O2)s1)c1cccc(OC(F)(F)F)c1` gave SENP8 block -3.4 and SENP1 FRET inh 0.5.
CCCCNC(=O)C[C@@H]1C[C@@]2(C(=O)OCC)CCCC=C2N(Cc2ccccc2)C1=O was read as SENP8 block 34.4 and SENP1 FRET inh -2.1.
For COc1ccc(NC(=O)C2(C)CCCN(C(C)C)C2)cc1F (stereo not drawn) the results were SENP8 block 20.5 and SENP1 FRET inh -1.5.

For convenience, 2 of the compounds above:
COc1ccc(Cn2cc(CN3CC(N4CC=CC4)CS3(=O)=O)nn2)cc1 (stereo not drawn) was read as SENP8 block 11.3 and SENP1 FRET inh -0.3.
For CN(C)c1cccc(CNC(=O)c2csc([C@@H]3O[C@H](CO)[C@H](O)[C@H](O)[C@H]3O)n2)c1 the results were SENP8 block 10.4 and SENP1 FRET inh -1.9.

Screening data: PubChem, Sanford-Burnham Center for Chemical Genomics

Not all compounds are listed. The share of hits here may be higher or lower than overall.
